RSV antiviral HEp-2 = inhibition of RSV-induced cytopathic effect – HEp-2 cells, primary 10 µM value included (AID 2391); HEp-2 cells, RSV-induced CPE inhibition; higher % means a stronger effect; CPE inhibition, % at 10 µM, or IC50 in µM where a hit was titrated; 310,000 compounds, 0.13% hits; in the data active = a potency from the dose series; note: strong numbers were not always called active
SIAH1 antagonists = blockers of Siah-1 interaction with plectin peptide – biochemical, fluorescence polarization, rhodamine-plectin, uHTS, primary screen (AID 1817); Siah-1 / rhodamine-plectin peptide fluorescence polarization; higher % means a stronger effect; one-dose displacement, % at 20 µM; IC50 in µM for titrated hits; 290,000 compounds, 0.02% hits;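 active = displacement of at least 50% at 20 µM, with a fluorescence ratio check between 0.3 and a set limit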;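 note: plate controls were Siah plus tracer with DMSO for no effect and tracer alone without Siah for full effect; strong numbers were not always called active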
SV40 large T antigen = SV40 large T antigen inhibitors, biochemical (AID 1903); 310,000 compounds, 0.39% hits; inhibition, % at 20 µM, or IC50 in µM where a hit was titrated; SV40 large T antigen ATPase/helicase inhibition assay; higher % means a stronger effect; in the data active = a potency from the dose series; note: strong numbers were not always called active
LYP phosphatase = inhibitors of LYP phosphatase, biochemical, fluorescence intensity, uHTS (AID 1779). recombinant LYP phosphatase, fluorescence intensity; higher % means a stronger effect. 290,000 compounds, 0.054% hits. inhibition, % at 11.5 µM; hits with a dose series show IC50 in µM; in the data active = inhibition above about 50%;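 note: plate controls were vehicle with enzyme for no effect and no enzyme for full effect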
AID2073 = inhibitors of Mint1-CaV2.2 protein interaction, biochemical, HTRF (AID 2073); HTRF protein-protein interaction, Mint1-CaV2.2; higher % means a stronger effect; inhibition, % at 20 µM; hits with a dose series show IC50 in µM; 290,000 compounds, 0.19% hits; in the data active = inhibition mostly above about 51%, no sharp cut-off; note: some results filed as inactive read as strong as hits
Rac1 GTP hydrolysis = MgcRacGAP GTPase-activating activity inhibitors, confirmation, biochemical, ADP Hunter fluorescence; AID 624330; one-dose inhibition, % at 30 µM; IC50 in µM for titrated hits; MgcRacGAP-stimulated Rac1 GTP hydrolysis, ADP Hunter fluorescence; higher % means a stronger effect; GST-tagged Rac1 F28L mutant substrate; 340,000 compounds, 0.6% hits;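 active = first-screen hits whose inhibition reached a set limit at any dose in the follow-up dose series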;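 note: fluorescence reports GDP produced by GAP-driven GTP hydrolysis; strong numbers were not always called active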
XIAP displacement = XIAP antagonists, biochemical, IAP family, fluorescence polarization (AID 1018); XIAP BIR domain, fluorescence polarization peptide displacement; higher % means a stronger effect; one-dose displacement, % at 20 µM; IC50 in µM for titrated hits; 200,000 compounds, 0.007% hits; in the data active = displacement above about 50%; note: a part of the inactive calls stands beside numbers as strong as those of hits
Dengue-2 NS5 capping = Dengue-2 NS5 methyltransferase inhibitors, primary screen, biochemical, confirmation dose response (AID 588689). Dengue-2 NS5 methyltransferase capping enzyme assay, biochemical; higher % means a stronger effect. inhibition, % at 25 µM; hits with a dose series show IC50 in µM. 340,000 compounds, 0.3% hits; in the data active = a potency from the dose series
HIV peptide binding = inhibitors of HIV fusion peptide binding, primary screen, biochemical, uHTS, fluorescence dequenching (AID 1986). cell-free peptide binding, fluorescence dequenching, 30 min; higher % means a stronger effect. 290,000 compounds, 0.3% hits. one-dose inhibition, % at 20 µM; IC50 in µM for titrated hits; in the data active = inhibition mostly above about 52%, no sharp cut-off; inactive = mostly below about 76%; note: some results filed as inactive read as strong as hits
Dengue-2 NS5 capping pilot replicate = further read-out of Dengue-2 NS5 capping, marked with its call; inhibition, %; measured here: pilot screen replicate inhibition
An asterisk follows results filed as active; · = no result given.

SMILES	RSV antiviral HEp-2	SIAH1 antagonists	SV40 large T antigen	LYP phosphatase	AID2073	Rac1 GTP hydrolysis	XIAP displacement	Dengue-2 NS5 capping	HIV peptide binding	others
CSc1ccc(/C=C/C(=O)c2ccc(O)cc2)cc1	7.4%	-3%	1%	-3%	17%	13%	-7.7%	-1%	-1.6%
Cc1ccc(S(=O)(=O)N(CC(=O)N/N=C/c2ccco2)c2cc(Cl)cc(Cl)c2)cc1	5.9%	20%	3%	17%	33%	-7%	-6.6%	-8%	62%
CC(C#Cc1c([C@@H](C)Oc2ccccc2)nnn1Cc1ccccc1)Oc1ccccc1 (some centres not stated)	11%	-1%	8%	0%	-8%	7%	·	-2%	-1.1%
O=C(O)C(Oc1ccc2c(-c3ccccc3)cc(=O)oc2c1)c1ccccc1 (configuration not stated)	0.6%	0%	14%	-6%	1%	10%	·	7%	3.5%
O=C(Nc1ccccc1)c1cccc(N2C(=O)C3C4C=CC(C4)C3C2=O)c1 (configuration not stated)	0.0%	-3%	1%	-11%	-2%	9%	·	-2%	0.7%
O=C(NCc1ccccc1)c1cccc(F)c1F	2.6%	-4%	2%	-6%	0%	4%	-9.0%	-11%	0.6%
Cc1nn(-c2ccc(N3CCOCC3)nn2)c(C)c1CCC(=O)Nc1ccccc1	0.7%	2%	20%	-2%	0%	3%	·	0%	0.7%
CC(=O)Nc1c(C)ccc2nsnc12	0.8%	1%	-9%	5%	6%	5%	-10%	-8%	0.0%
COCc1nnc(NC(=O)c2ccc(S(=O)(=O)N(C)C3CCCCC3)cc2)o1	0.5%	-3%	-3%	-1%	-4%	3%	-2.8%	2%	0.3%
O=C(NCCNC(=O)c1ccc(Cl)cc1Cl)c1ccccn1	-0.2%	-2%	5%	-10%	-3%	4%	·	4%	1.7%
CCN(C1CCS(=O)(=O)C1)S(=O)(=O)c1cccc([N+](=O)[O-])c1 (configuration not stated)	0.8%	0%	16%	-4%	-4%	4%	-9.9%	4%	-0.3%
O=C(Nc1ccc(Oc2ccccc2)nc1)C1CCN(Cc2cccc(F)c2)CC1	12%	-2%	10%	-7%	-4%	11%	·	-3%	0.2%
O=C(NC(=O)c1ccccc1Cl)C(=O)Nc1ccc(Cl)cc1	-0.9%	0%	10%	-11%	15%	4%	·	-5%	0.1%
CC(C)Cc1cc(-c2ccco2)c(C#N)c(N)n1	0.1%	-3%	9%	0%	23%	9%	-0.8%	-26%	3.8%
CC(=O)Nc1ccc(OCCOc2ccc(/C=C3/C(=N)N4C=CSC4=NC3=O)cc2)cc1	1.2%	2%	6%	-4%	4%	-3%	-2.5%	-5%	1.0%
CCOC(=O)c1cc2sccc2n1CC(=O)O	-0.5%	-3%	1%	-4%	0%	3%	-2.6%	1%	-0.2%
COc1cc(C=C(c2nc3ccccc3s2)c2nc3ccccc3s2)cc(OC)c1O	9.8%	2%	3%	6%	-2%	8%	-4.1%	-3%	27%
O=C(CSc1nnc(-c2ccccc2F)n1C1CCCCC1)N1CCCC1	1.6%	-2%	2%	6%	-4%	7%	-0.6%	-4%	4.5%
Cc1cc(Cc2ccc([N+](=O)[O-])cc2)c(C)cn1	3.8%	-2%	6%	-11%	-7%	5%	·	0%	2.3%
CC(=C/C(=O)O)/C=C/c1ccco1	3.3%	11%	14%	0%	-3%	7%	3.4%	1%	3.4%

Sorted by length of the SMILES (descending): some entries from above
SMILES	RSV antiviral HEp-2	SIAH1 antagonists	SV40 large T antigen	LYP phosphatase	AID2073	Rac1 GTP hydrolysis	XIAP displacement	Dengue-2 NS5 capping	HIV peptide binding	others
CC(=O)Nc1ccc(OCCOc2ccc(/C=C3/C(=N)N4C=CSC4=NC3=O)cc2)cc1	1.2%	2%	6%	-4%	4%	-3%	-2.5%	-5%	1.0%
CC(C#Cc1c([C@@H](C)Oc2ccccc2)nnn1Cc1ccccc1)Oc1ccccc1 (some centres not stated)	11%	-1%	8%	0%	-8%	7%	·	-2%	-1.1%
CCN(C1CCS(=O)(=O)C1)S(=O)(=O)c1cccc([N+](=O)[O-])c1 (configuration not stated)	0.8%	0%	16%	-4%	-4%	4%	-9.9%	4%	-0.3%
COCc1nnc(NC(=O)c2ccc(S(=O)(=O)N(C)C3CCCCC3)cc2)o1	0.5%	-3%	-3%	-1%	-4%	3%	-2.8%	2%	0.3%
O=C(CSc1nnc(-c2ccccc2F)n1C1CCCCC1)N1CCCC1	1.6%	-2%	2%	6%	-4%	7%	-0.6%	-4%	4.5%
CC(=C/C(=O)O)/C=C/c1ccco1	3.3%	11%	14%	0%	-3%	7%	3.4%	1%	3.4%

Additional records.
SMILES	RSV antiviral HEp-2	SIAH1 antagonists	SV40 large T antigen	LYP phosphatase	AID2073	Rac1 GTP hydrolysis	XIAP displacement	Dengue-2 NS5 capping	HIV peptide binding	others
COc1ccccc1-c1nc(C#N)c(N2CCN(C(c3ccccc3)c3ccccc3)CC2)o1	1.2%	0%	14%	-12%	15%	10%	-15%	-6%	0.1%
COc1nc(OCCNC(=O)Nc2ccccc2)nc(N(C)C)n1	0.3%	-5%	6%	-3%	-11%	8%	0.1%	-4%	-0.7%
Cc1ccc(S(=O)(=O)N2CCN(c3nc(C)nc4sc5c(c34)CCC(C)C5)CC2)cc1 (configuration not stated)	·	-2%	20%	-2%	18%	·	-5.8%	·	-1.1%
O=C(COc1ccc2ccccc2c1Br)Nn1cnnc1	0.8%	6%	5%	-8%	20%	3%	-4.4%	-1%	3.5%
O=C(c1ccccc1)[C@@H]1[C@@H]2C(=O)N(c3ccc(F)cc3)C(=O)[C@@H]2C2CCCN21 (some centres not stated)	1.6%	6%	8%	2%	0%	2%	·	-19%	7.2%
Nc1nc(NCCO)nc(NC2CCCCC2)c1[N+](=O)[O-]	6.2%	-6%	-3%	-5%	13%	5%	·	3%	-0.7%
COc1cccc2sc(=NC(=O)CCS(=O)(=O)c3ccc(C)cc3)n(C)c12	0.2%	·	4%	·	·	4%	·	1%	·
COCCNC(=O)C(c1cccs1)N(C(=O)Cn1nnc2ccccc21)c1ccc(OC)cc1 (configuration not stated)	3.2%	4%	21%	-7%	-4%	12%	-4.1%	-6%	-0.6%
CCOc1ccc2nc(COC(=O)c3cccs3)c(C(=O)c3ccccc3)[n+]([O-])c2c1	1.1%	-6%	16%	11%	7%	6%	-11%	1%	2.1%
CN(C)CCCNCCCNC(=O)/C=N/O	-0.3%	-4%	1%	-4%	-8%	3%	-7.2%	-5%	-0.5%
O=C(NCc1ccncc1)C1CCN(S(=O)(=O)c2cc(Cl)ccc2Cl)CC1	4.6%	2%	1%	-3%	-4%	7%	·	-6%	1.1%
CCC(C)(C)NC(=O)CN(Cc1ccccc1Cl)C(=O)CCC(=O)Nc1cc(C)ccn1	-1.9%	0%	2%	0%	-10%	5%	-2.3%	-4%	1.0%
Cc1cc(=O)oc2cc(OCC(=O)NCCc3nc4ccccc4[nH]3)ccc12	1.0%	-4%	11%	-6%	8%	8%	-8.2%	-5%	-5.2%
COc1cccc(C(=O)Nc2ccc(C(=O)O)cc2)c1	0.7%	0%	14%	-10%	0%	2%	-9.3%	-4%	-0.4%
Cc1[nH]n(-c2ccccc2)c(=O)c1C=NCc1ccncc1	-1.3%	0%	11%	-2%	-11%	3%	·	-3%	-2.8%
O=C(COC(=O)/C=C/c1cc(Br)ccc1F)Nc1ccc2[nH]c(=O)[nH]c2c1	-0.7%	·	9%	·	·	8%	·	-4%	·
Cc1c(Cl)cccc1NC(=S)NCCC(c1ccccc1)c1ccccc1	13%	-6%	4%	-1%	-5%	7%	-7.7%	-5%	1.9%
COc1ccc(/C=N/Nc2cc(N(C)C)nc(N(C)C)n2)cc1	19%	-1%	-4%	-7%	-2%	-3%	0.1%	23%	-1.3%
CC(C)(C)S(=O)(=O)c1cnc(-c2ccc(Cl)cc2)nc1N	4.4%	1%	7%	-8%	-3%	11%	·	12%	-0.5%
COc1ccc(N(CC(=O)NCCSc2ccccn2)S(=O)(=O)c2ccc(C)cc2)cc1OC	1.4%	0%	1%	-5%	0%	7%	·	1%	-1.3%
COc1cc(CNC2CCCCCCC2)cc(Cl)c1OC	0.3%	2%	8%	-6%	2%	0%	·	-5%	-0.6%	Dengue-2 NS5 capping pilot replicate=-5.2
CC1CCCCC1n1c(-c2cccnc2)n[nH]c1=S (configuration not stated)	-0.6%	6%	10%	-1%	24%	-6%	-3.4%	-2%	0.8%
c1cnc2c(C3NCCc4c3[nH]c3ccccc43)cccc2c1 (configuration not stated)	2.5%	2%	8%	-9%	-7%	5%	-4.1%	-4%	-1.0%
O=S1(=O)C=C(SCc2ccc(F)cc2)Nc2ccccc21	16%	-2%	0%	-5%	-1%	-5%	-6.3%	12%	-0.5%
COc1ccccc1C(=O)Nc1ccc2c(c1)nc1n2CCN(C2CCCCC2)C1	6.2%	1%	20%	-6%	19%	21%	·	-13%	-2.0%
COc1ccc(NC(=O)CSc2ccc3c(c2)OCCO3)cc1OC	8.3%	-1%	14%	-3%	-2%	7%	-4.6%	-2%	-1.4%
O=C(NCCc1ccccc1)c1cccc(S(=O)(=O)NCc2ccccc2)c1	4.7%	·	0%	·	·	5%	·	-9%	·
Cc1ccnc(NC(=O)COC(=O)C2COc3ccccc3O2)n1 (configuration not stated)	0.5%	-2%	0%	-8%	-2%	7%	-13%	0%	0.7%
O=C(CN1C(=O)COc2ccc(Cl)cc21)N1CCOCC1	0.5%	2%	23%	-8%	-3%	8%	·	-11%	-0.8%
O=C1c2cccc3cccc(c23)C(=O)N1c1ccccn1	0.2%	-4%	-6%	-9%	4%	10%	-6.4%	3%	-1.7%
O=c1[nH]c(NNC(=S)NCc2ccccc2)nc2c1C1(CCCCC1)Cc1ccccc1-2	-2.4%	-4%	2%	9%	1%	0%	-4.4%	9%	6.9%
Cc1ccccc1-n1c(=O)/c(=C\c2ccco2)s/c1=C(/C#N)C(=O)Nc1ccccc1	4.0%	-5%	15%	17%	96%	6%	-25%	-5%	0.2%	Dengue-2 NS5 capping pilot replicate=2.7
CCS(=O)(=O)N1Cc2ccccc2CC1C(=O)Nc1ccc(F)c(F)c1F (configuration not stated)	-1.0%	2%	13%	-7%	19%	3%	·	-5%	2.1%
CCOC(=O)c1cc(C#N)c(N2CCOCC2)nc1-c1ccccc1	-0.4%	8%	-2%	-7%	6%	10%	-5.2%	4%	0.9%
O=C(/C=C1\NC2(CCCC2)Cc2ccccc21)N1CCOCC1	0.8%	0%	5%	-2%	1%	10%	-13%	-7%	-1.7%
O=C(COC(=O)c1ccc([N+](=O)[O-])cc1)Nc1cccnc1Cl	3.2%	-5%	17%	-4%	4%	4%	·	-10%	0.9%
Cn1c(=O)c2sccc2n2c(CCCC(=O)NC3CCN(Cc4ccccc4)CC3)nnc12	-1.0%	-1%	15%	0%	2%	9%	·	2%	0.2%
CCOC(=O)C1CCCN(C(=O)c2ccc([N+](=O)[O-])c(C)c2)C1 (configuration not stated)	0.8%	-4%	8%	-9%	5%	5%	-17%	-7%	-1.0%
N#C/C(=C\c1ccccc1O)C(=O)Nc1ccccn1	9.9%	-2%	7%	-5%	-5%	12%	·	1%	-1.5%
Cc1cc(C)n(Cc2n[nH]c(=S)n2Cc2ccccc2)n1	1.5%	-1%	8%	-4%	-15%	12%	-14%	-3%	-2.9%
Cc1cccc(CNC(=O)C2CCC(=O)N(CCc3cccc(F)c3)C2)n1 (configuration not stated)	·	10%	·	-7%	7%	11%	·	7%	-0.6%
